High-throughput results deposited in PubChem by National Center for Advancing Translational Sciences (NCATS).
IP6K1 inhibitor = inhibitors of human IP6K1 | Q92551 | IP6K1 kinase, ADP-Glo luminescence, 2 h; stronger effect = lower value | activity change, % (series mostly up to about 58 µM) | 0.81% of 140,000 active; in the data active = activity change below about -25%
Target sequence (Q92551 whole entry, looked up): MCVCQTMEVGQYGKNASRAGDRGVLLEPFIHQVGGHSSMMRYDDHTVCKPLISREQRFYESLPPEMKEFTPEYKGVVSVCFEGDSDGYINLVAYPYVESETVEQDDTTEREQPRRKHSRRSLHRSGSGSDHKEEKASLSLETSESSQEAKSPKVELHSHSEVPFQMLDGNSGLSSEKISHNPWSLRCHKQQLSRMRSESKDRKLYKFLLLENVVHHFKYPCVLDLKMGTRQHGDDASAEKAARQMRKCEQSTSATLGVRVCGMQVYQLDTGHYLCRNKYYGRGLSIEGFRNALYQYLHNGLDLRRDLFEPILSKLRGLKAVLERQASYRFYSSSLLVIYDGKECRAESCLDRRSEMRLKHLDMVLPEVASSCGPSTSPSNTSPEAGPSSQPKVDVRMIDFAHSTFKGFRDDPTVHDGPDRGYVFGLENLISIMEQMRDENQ
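ADP-Glo luminescence measures ADP made by human IP6K1 during a 2 h RT reaction with ATP/IP6 (mix at 1.3 mM/130 uM); top library doses 57.5 and 19.1 uM final.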
SNCA expr inh = SNCA gene expression inhibition | HEK-293 SNCA-luciferase knock-in, luminescence, 24 h | Potency, µM (titrated, usually from 57.2 µM), for the others: at the top dose activity change, negative = inhibition, hits mostly inhibitors | 0.17% of 140,000 active;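 note: potency is the fitted concentration of half-maximal effect; plate controls were DMSO cells for no effect and cell-free wells for full effect; nearly all actives have a fitted effect of over 45% in size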
3T3 cytotox = cytotoxic compounds in NIH 3T3 cells. NIH 3T3 viability, CellTiter-Glo ATP luminescence, 48-72 h. Potency, µM (series often up to 96.7 µM), for inactives: at the top dose activity change, negative = cytotoxicity, usual class: inhibitors. 4.3% of 94,000 active. AID 1345082; note: potency is the fitted concentration of half-maximal effect; nearly all actives have a fitted effect of over 55% in size
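Mouse fibroblast NIH 3T3 cells, 400 per well, received compound via pintool and were incubated for 48 or 72 hr prior to CellTiter-Glo ATP luminescence measurement.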
FLuc inh = blocks purified firefly luciferase enzyme activity. Potency, µM (titrated, usually from 115 µM), for the others: at the highest dose activity change, negative = inhibition, actives largely listed as inhibitors. 2.5% of 76,000 active. purified P. pyralis luciferase, luminescence, biochemical. AID 1347043. P08659; note: potency is the fitted concentration of half-maximal effect; nearly all actives have a fitted effect of over 65% in size
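Purified P. pyralis luciferase (10nM final) in 50mM Tris acetate pH 7.5, 10mM Mg acetate, 0.01% Tween-20, 0.05% BSA with 10uM D-luciferin and 10uM ATP. Compounds titrated qHTS. Luminescence imaged on CCD.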
GPT2 inhibitor = GPT2 alanine aminotransferase inhibition | 0.25% of 100,000 active | Recombinant GPT2, coupled pyruvate oxidase/HRP Amplex Red fluorescence | AID 1671188 | Potency, µM (titrated, usually from 57.7 µM), for inactives: at the top dose activity change, negative = inhibition, actives largely listed as inhibitors | Q8TD30; note: potency is the fitted concentration of half-maximal effect; nearly all actives have a fitted effect of over 60% in size; many of its hits are not listed in these tables
Target sequence (Q8TD30 whole entry, looked up): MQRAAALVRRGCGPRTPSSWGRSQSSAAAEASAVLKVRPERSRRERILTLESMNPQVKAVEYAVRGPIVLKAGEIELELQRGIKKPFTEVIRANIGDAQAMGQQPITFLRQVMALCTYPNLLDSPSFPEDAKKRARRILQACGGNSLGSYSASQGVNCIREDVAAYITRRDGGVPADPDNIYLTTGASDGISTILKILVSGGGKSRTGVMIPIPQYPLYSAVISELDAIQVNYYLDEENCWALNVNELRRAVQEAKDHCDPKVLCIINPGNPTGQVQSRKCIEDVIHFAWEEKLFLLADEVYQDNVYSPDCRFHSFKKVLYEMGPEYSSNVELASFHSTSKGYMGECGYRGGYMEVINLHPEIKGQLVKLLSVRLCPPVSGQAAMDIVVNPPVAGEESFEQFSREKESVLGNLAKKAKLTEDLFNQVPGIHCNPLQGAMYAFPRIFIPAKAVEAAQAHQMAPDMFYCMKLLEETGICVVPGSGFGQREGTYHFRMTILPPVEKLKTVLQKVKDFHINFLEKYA
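Recombinant GPT2 (10ng/uL) with 250uM a-KG and 2mM L-alanine, 30 min at room temperature, in HEPES pH 7.5 buffer. Pyruvate detected by pyruvate oxidase/HRP/Amplex Red fluorescence after 30 min in the dark; AOA (50uM) as positive control.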
HEK cytotox = HEK 293 cell cytotoxicity; HEK 293 viability, ATP luminescence (CellTiter-Glo), 48-72 h; Potency, µM (top dose mostly 115 µM), without a hit: at the highest dose activity change, negative = cytotoxicity, actives largely listed as inhibitors; 6.6% of 94,000 active; AID 1345083; note: potency is the fitted concentration of half-maximal effect; nearly all actives have a fitted effect of over 60% in size
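CellTiter-Glo luminescence (cellular ATP) was read after 48 or 72 hr of compound exposure at 37 degree Celsius. Cells were HEK 293 plated at 250 cells/well.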
HEK293 viab = counter-screen for SNCA expression inhibitors: cell viability | HEK-293-SNCA-luc viability, GF-AFC fluorescence, 24 h | Potency, µM (top dose mostly 57.1 µM), for inactives: at the top dose activity change, negative = cytotoxicity, hits mostly cytotoxic | 0.12% of 150,000 active | AID 1671193;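 note: potency is the fitted concentration of half-maximal effect; 0% = DMSO-treated cells and -100% = medium-only wells without cells; nearly all actives have a fitted effect of over 30% in size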
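HEK-293-SNCA-luc cells (1500/well) plated 24 h, then exposed 24 h to a dilution series; GF-AFC added 30 min at 37C, fluorescence 405/540 nm; normalised to medium-only and DMSO wells, Hill fit.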
Active calls of the source: *; i = inactive; ? = inconclusive; / = not tested or not shown; ! = a repeat was not active; [ ] = remark or other dose. Unless noted, calls come from the whole dose curve; as a rule, active = well fitted curve in the direction sought with a large enough effect; inconclusive = small, poorly fitted or top-dose-only effect, or another doubt; inactive = no such curve, though single readings can be large; an effect the other way counts as inactive or inconclusive. Unless noted, % is set by controls: 0 for no effect and ±100 for the full control effect. This is a subset, so the mix of outcomes need not match the whole.

Results follow in this order: IP6K1 inhibitor | SNCA expr inh | 3T3 cytotox | FLuc inh | GPT2 inhibitor | HEK cytotox | HEK293 viab
- C[S+](=O)([O-])c1ccc(-c2nnc3ccc(C(=O)NCc4ccc(Cl)cc4)cn23)cc1
  3 | -1% | ? | / | i | -6% | 1%
- Cc1ccc(-c2nn(CCC(=O)Nc3ccc(OC(F)(F)F)cc3)c(=O)c3ccccc23)cc1
  33 | 14% | / | / | / | / | 12%
- CCOc1ccc(-n2c(=O)c3c(C)c(C)sc3n(Cc3cc(=O)n4cc(Cl)ccc4n3)c2=O)cc1
  4 | 0% | / | / | / | / | -4%
- O=C(CCC1N=C2c3ccccc3N=C(SCc3ccc(Cl)cc3)N2C1=O)NCCc1ccccc1 (stereo not given)
  9 | ? | / | / | / | / | ?
- CNC(=O)c1cc(C2CC2)nc2onc(C3CCN(C(=O)c4cccc(OC)c4)CC3)c12
  -2 | / | -13% | / | / | -5% | /
- COC[C@@H]1CN(Cc2ccc3[nH]ccc3c2)C[C@H]1c1nc(C)no1
  -11 | -7% | i | 5% | i | i | 1%
- O=[S+]([O-])(Nc1cccnc1)c1ccc2c(c1)OCCN(Cc1cncnc1)C2
  -6 | 8%[87.6 µM] | ? | 1%[172 µM] | 2%[88.5 µM] | -10%[172 µM] | 1%[87.6 µM]
- COc1ccc(F)cc1-c1ccc(C=O)cc1
  -14 | -8%[87.6 µM] | ? | / | -16%[88.5 µM] | -29%[172 µM] | 3%[87.6 µM]
- CC(C)NC(=O)c1ccc2nnc(-c3cccc(OC(F)(F)F)c3)n2c1
  16 | -9% | ? | / | i | ? | -7%
- Cc1ccc(-c2cc(C(F)(F)F)n3ncc(-c4ccccc4)c3n2)cc1
  -1 | -18% | / | / | / | / | 0%

Gathered by group, the entries above with a halogen
Results follow in this order: IP6K1 inhibitor | SNCA expr inh | 3T3 cytotox | FLuc inh | GPT2 inhibitor | HEK cytotox | HEK293 viab
- C[S+](=O)([O-])c1ccc(-c2nnc3ccc(C(=O)NCc4ccc(Cl)cc4)cn23)cc1
  3 | -1% | ? | / | i | -6% | 1%
- Cc1ccc(-c2nn(CCC(=O)Nc3ccc(OC(F)(F)F)cc3)c(=O)c3ccccc23)cc1
  33 | 14% | / | / | / | / | 12%
- CCOc1ccc(-n2c(=O)c3c(C)c(C)sc3n(Cc3cc(=O)n4cc(Cl)ccc4n3)c2=O)cc1
  4 | 0% | / | / | / | / | -4%
- O=C(CCC1N=C2c3ccccc3N=C(SCc3ccc(Cl)cc3)N2C1=O)NCCc1ccccc1 (stereo not given)
  9 | ? | / | / | / | / | ?
- COc1ccc(F)cc1-c1ccc(C=O)cc1
  -14 | -8%[87.6 µM] | ? | / | -16%[88.5 µM] | -29%[172 µM] | 3%[87.6 µM]
- CC(C)NC(=O)c1ccc2nnc(-c3cccc(OC(F)(F)F)c3)n2c1
  16 | -9% | ? | / | i | ? | -7%
- Cc1ccc(-c2cc(C(F)(F)F)n3ncc(-c4ccccc4)c3n2)cc1
  -1 | -18% | / | / | / | / | 0%

(further entries)
Results follow in this order: IP6K1 inhibitor | SNCA expr inh | 3T3 cytotox | FLuc inh | GPT2 inhibitor | HEK cytotox | HEK293 viab
- COc1ccc(C(=O)Nc2nc(-c3nnn(-c4ccc(C(C)C)cc4)c3C)ns2)cc1
  -3 | 0% | / | / | / | / | 2%
- Cc1ccc(-c2cn3c(n2)sc2cc(C(=O)NCCCc4ccccc4)ccc23)c(C)c1
  4 | 95%[activator] | / | / | / | / | -1%
- O=C(NCc1ccc2c(c1)CCN2C(=O)c1ccncc1)c1ccc(Cl)cc1
  -11 | -12% | / | / | / | / | 7%
- NC(=O)N/N=C/c1ccc([N+](=O)[O-])o1
  -50*! | -10%[25.6 µM] | / | / | 32µM*! | / | -4%[23.9 µM]
- CC1=C[C@@H](CNS(=O)(=O)c2ccc(C#N)cc2)[C@H](C(C)C)C[C@H]1CC(=O)N1CCOCC1
  7 | -12% | -26% | 7% | 4% | -5% | -10%
- Cc1ccc(CNC(=O)Cn2c(=O)n(-c3ccc(C)c(F)c3)c(=O)c3sc4ccccc4c32)cc1
  2 | 33%[activator] | / | / | / | / | 5%
- Nc1c(-c2nc(-c3ccccc3)cs2)c2ccccn2c1C(=O)c1ccc2c(c1)OCO2
  -7 | -12% | / | / | / | / | 3%
- COc1ccc(CN2CCC3(CC2)CC(c2cccc(C(F)(F)F)c2)=NO3)cc1
  -2 | 2% | ? | 21% | i | 50µM* | 11%
- CS(=O)(=O)c1ccc(OCC2(CNC3CCC3)C[C@@H](O)[C@@H](O)C2)cc1 (stereo not given in full)
  -4 | 4%[87.6 µM] | i | 1%[172 µM] | i | i | 2%[87.6 µM]
- COc1cccc(C2C(C(=O)Nc3ccc(Cl)cc3)=C(C)Nc3nc4ccccc4n32)c1OC (stereo not given)
  2 | 89%[activator] | / | / | / | / | 7%

Two compounds from above, limited to IP6K1 inhibitor.
| structure | IP6K1 inhibitor |
| --- | --- |
| COc1ccc(C(=O)Nc2nc(-c3nnn(-c4ccc(C(C)C)cc4)c3C)ns2)cc1 | -3 |
| Cc1ccc(-c2cn3c(n2)sc2cc(C(=O)NCCCc4ccccc4)ccc23)c(C)c1 | 4 |

Remaining list, next part:
Results follow in this order: IP6K1 inhibitor | SNCA expr inh | 3T3 cytotox | FLuc inh | GPT2 inhibitor | HEK cytotox | HEK293 viab
- Cc1ccc2oc(-c3cccc(NC(=O)c4ccc(N5CCC(C)CC5)c([N+](=O)[O-])c4)c3)nc2c1
  -14 | 3% | / | / | / | / | 6%
- CCn1cc(S(=O)(=O)N2CCCCC2c2noc(COCCOC)n2)cn1 (stereo not given)
  -2 | 0% | i | 4% | i | -6% | 8%
- O=C1NCCCCCCN(C(=O)c2ccc3ccccc3n2)[C@H]2CCC[C@@H]12
  6 | -7% | -6% | 7% | i | 4% | -6%
- CC(=O)N[C@H](CC(C)C)c1nc(-c2ccc(C)nn2)no1
  -1 | ? | 0% | -1% | 2% | 1% | -13%
- O=c1c(S(=O)(=O)c2ccccc2)cn(Cc2ccc(F)cc2)c2cc(N3CCOCC3)c(F)cc12
  11 | 40% | / | / | / | / | 10%
- C#CC(C)(CC)NC(=O)c1cnn2c(C(F)F)cc(-c3ccccc3OC)nc12 (stereo not given)
  16 | 37%[activator] | / | / | / | / | 11%
- CCOC(=O)C1=CN(CC(=O)Nc2cc(Cl)ccc2C)S(=O)(=O)N=C1C
  9 | 0% | -19% | 11% | -8% | ? | 8%
- COc1ccc(CC(=O)Nc2ccc([C@@H](O)[C@H]3COCC(=O)N3CC3CCCCC3)cc2)cc1
  6 | 1% | ? | -24% | 2% | ? | -2%
- CCCS(=O)(=O)c1nc(S(=O)(=O)c2ccc(C)cc2)c(NCc2ccccc2Cl)s1
  -12 | -18% | / | / | / | / | -5%
- CN(C)C(=O)c1ccc(CC2CCN(C(=O)CC3CCCCC3)CC2)cc1
  -16 | -27% | ? | -6% | i | 35µM* | -15%
- COCCNC(=O)c1ccc2c(c1)C1(CCN(CC3CC3)C1)CN2Cc1ccccc1 (stereo not given)
  12 | -6%[87.6 µM] | ? | 1%[172 µM] | 0%[88.5 µM] | ? | -3%[87.6 µM]
- CC(=O)c1ccc(N2CCN(S(=O)(=O)c3ccc4[nH]c5c(c4c3)CCCCC5)CC2)cc1
  6 | 88%[activator] | / | / | / | / | 4%
- O=C1NCc2ccccc2CC12CCN(Cc1ccccc1F)C2 (stereo not given)
  -3 | -4% | -26% | / | 1% | ? | -5%
- CNc1cc(C)nc(N2CC[C@H](N3CCOCC3)[C@H](CCC(=O)O)C2)n1
  -3 | -27% | -8% | 0% | i | -8% | -7%
- CCOc1ccc(CCNC(=O)c2cc3n(n2)CCCN(Cc2ccc(C)cc2)C3=O)cc1OCC
  -9 | -5% | / | / | / | / | 12%
- Cc1ccc(-c2n[nH]c3c2C(c2cccs2)N(c2ccc(Cl)cc2)C3=O)cc1 (stereo not given)
  17 | ? | / | / | / | / | ?
- COc1ccc2c(c1)C(COCc1ccc(C(=O)O)cc1)=CC(C)(C)O2
  7 | / | ? | / | / | -3% | /
- CCCn1c(=O)c2[nH]c(C34CC5CC3C[C@@H](C5)C4)nc2n(CCC)c1=O
  / | -1% | / | / | 4% | / | 1%
- Cc1cc(C)cc(NC(=O)Cn2c(N3CCC(C)CC3)nc(C)cc2=O)c1
  4 | -11% | ? | 8% | -2% | ? | -14%
- CC(=O)Nc1ccc(S(=O)(=O)Nc2ccc([N+](=O)[O-])cc2)cc1
  27 | -21%[25.6 µM] | / | / | i | / | 26%[23.9 µM]
- O=C(O)[C@@H]1CN(Cc2ccccc2)C[C@@H]1C(=O)N1CCN(c2ccccn2)CC1
  4 | 7% | i | -8% | -10% | -4% | -16%
- O=C(NCCN1CCCCC1)C1(CCO)CCN(Cc2ccccc2)C1 (stereo not given)
  12 | 1% | -27% | 5% | -15% | 5% | -2%
- COc1ccc(C(=O)Nc2cc(-c3nc4ncccc4o3)ccc2C)cc1Br
  6 | -13% | / | / | / | / | -21%
- COCCNC(=O)Cc1ccc(N(Cc2ccccc2)C(=O)c2ccco2)cc1
  0 | 7% | -4% | 0% | i | -1% | -3%
- Cc1ccc(C)c(NC(=O)N2CCC(OC3CCN(S(C)(=O)=O)CC3)CC2)c1
  11 | -25% | -9% | 0% | i | 9% | -6%
- COCCn1cnc2cccnc21
  0 | 4%[87.6 µM] | -7%[174 µM] | 4%[230 µM] | i | -3%[230 µM] | -6%[87.6 µM]
- CN1CCOc2c(C(=O)NCCC(N)=O)cc(-c3ccccc3)cc21
  -10 | 8%[87.6 µM] | ? | -1%[172 µM] | i | 0%[172 µM] | -13%[87.6 µM]
- CCc1ccccc1NC(=O)N1CCN(Cc2nc3ccc(C)cc3o2)CC1
  -12 | -8% | / | / | / | / | -3%
- O=C(NCC1CCOCC1)Nc1ccc(F)cc1
  -2 | 18% | i | -2% | -2% | 8% | 6%
- Cc1ccc(-n2c(=O)[nH]c3cc(C(=O)NCCc4ccccc4)ccc3c2=O)cc1
  19 | 7% | / | / | / | / | -3%
- FC(F)(F)Oc1cccc(CN2CCNc3cc(Nc4cccnc4)ncc3C2)c1
  -15 | ? | ? | ? | i | ? | ?
- CCOC(=O)Cn1cccc1-c1nc(-c2ccc(OC)cc2)c(-c2ccc(OC)cc2)s1
  5 | 10%[25.6 µM] | / | / | 2% | / | 1%
